M5 antag – CHRM5 antagonism in calcium assay | inhibition, % at 3 µM | 360,000 compounds, 0.59% hits | CHO-hM5 cells, Fluo-8 calcium fluorescence, ACh EC80;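 active means inhibition above a per-plate cutoff, the mean of that plate's test compounds plus 3 SD, cut at about 27% in these data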;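 further: 0% = acetylcholine EC80 with DMSO and 100% = DMSO without agonist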
Target sequence (P08912 whole entry, looked up): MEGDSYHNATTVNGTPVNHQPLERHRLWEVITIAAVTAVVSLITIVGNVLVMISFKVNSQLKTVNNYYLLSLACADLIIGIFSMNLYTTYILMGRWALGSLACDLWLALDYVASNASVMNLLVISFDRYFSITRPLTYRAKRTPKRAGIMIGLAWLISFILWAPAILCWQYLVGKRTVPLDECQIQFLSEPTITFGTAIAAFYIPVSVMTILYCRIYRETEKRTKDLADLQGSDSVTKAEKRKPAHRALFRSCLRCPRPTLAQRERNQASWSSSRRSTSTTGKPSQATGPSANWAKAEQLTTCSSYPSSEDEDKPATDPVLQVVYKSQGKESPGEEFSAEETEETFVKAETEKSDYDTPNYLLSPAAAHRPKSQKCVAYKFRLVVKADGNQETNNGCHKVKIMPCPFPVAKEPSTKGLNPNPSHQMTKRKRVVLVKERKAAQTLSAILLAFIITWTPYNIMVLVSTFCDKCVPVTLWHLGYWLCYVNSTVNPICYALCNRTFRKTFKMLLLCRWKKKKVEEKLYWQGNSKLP
CHO-K1 Ca antag – M1 antagonist counterscreen hit in parental CHO-K1 cells | ATP-induced calcium, Fluo-8 fluorescence | AID 602250 | 360,000 compounds, 0.6% hits | inhibition, % at 3 µM;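 active means inhibition above a per-plate cutoff, the plate's mean sample inhibition plus 3 SD, cut at about 24% in these data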;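 further: 0% = DMSO plus EC80 ATP and 100% = DMSO alone without ATP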
M4 antag – blocks acetylcholine activation of human M4 receptor | inhibition, % at 3 µM | 360,000 compounds, 0.73% hits | CHO-hM4 cells, ACh EC80, Fluo-8 calcium fluorescence | P08173;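 active means inhibition above its plate's cutoff, the mean inhibition of sample wells plus 3 SD, cut at about 27% in these data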;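 further: 0% = acetylcholine EC80 with DMSO and 100% = DMSO without agonist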
Target sequence (P08173 whole entry, looked up): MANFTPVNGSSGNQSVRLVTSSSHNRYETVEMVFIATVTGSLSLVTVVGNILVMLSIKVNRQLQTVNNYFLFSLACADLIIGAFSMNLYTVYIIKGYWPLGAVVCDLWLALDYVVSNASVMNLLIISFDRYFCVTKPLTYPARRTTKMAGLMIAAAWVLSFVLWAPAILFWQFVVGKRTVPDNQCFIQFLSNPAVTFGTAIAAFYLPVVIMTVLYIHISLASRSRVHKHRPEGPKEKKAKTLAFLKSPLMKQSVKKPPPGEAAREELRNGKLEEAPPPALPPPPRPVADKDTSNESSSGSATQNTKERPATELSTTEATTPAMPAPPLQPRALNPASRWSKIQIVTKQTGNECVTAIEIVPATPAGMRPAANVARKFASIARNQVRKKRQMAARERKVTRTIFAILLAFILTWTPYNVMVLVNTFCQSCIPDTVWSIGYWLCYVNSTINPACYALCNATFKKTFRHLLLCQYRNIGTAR
M5 PAM – positive allosteric modulators of human muscarinic M5 receptor; P08912; CHO-K1 hM5, Fluo-8 calcium, ACh EC20 PAM; 0% = ACh EC20, 100% = ACh EC100; activation, % at 3 µM; 360,000 compounds, 0.3% hits; AID 624038;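 active means activation above the run cutoff, the mean activation of all test compounds plus 3 SD, cut at about 18% in these data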
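Replicates: One well per compound, no replicates | System: Human M5 receptor in CHO-K1 cells | Benchmarks: Low control EC20 acetylcholine (0%), high control EC100 acetylcholine (100%) | Probe or stimulus: Acetylcholine, EC20 level | Times: Fluo-8 loading 80 min at 37 °C plus 30 min room temperature | Signal: Intracellular calcium via Fluo-8 fluorescence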
CHRM4 agonist – agonists of human muscarinic M4 receptor (CHRM4); P08173; CHO-K1 hM4/Gqi5, Fluo-8 calcium fluorescence; vehicle 0%, full acetylcholine response 100%; activation, % at 3 µM; 360,000 compounds, 0.14% hits; AID 624127;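 active means activation above the run mean over all test wells plus 3 SD, cut at about 32% in these data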;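 further: peak over basal fluorescence ratio per well then scaled between controls; 0% = DMSO wells and 100% = acetylcholine at EC100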
CHRM5 agonist – CHRM5 agonism in calcium assay | 360,000 compounds, 0.19% hits | P08912 | CHO-K1 hM5 cells, Fluo-8 calcium fluorescence; 0% DMSO wells, 100% maximal acetylcholine response | activation, % at 3 µM;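 active means activation above the run's mean over test compounds plus 3 SD, cut at about 23% in these data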;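 further: signal is peak over basal fluorescence ratio across the kinetic read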
CHO-K1 Ca ag – M1 agonist counterscreen hit in parental CHO-K1 cells | 360,000 compounds, 0.48% hits | activation, % at 3 µM | Fluo-8 calcium fluorescence; scaled to maximal ATP response, vehicle zero | AID 602248; in the data active means activation above about 15%;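 further: untransfected CHO-K1 host cells lacking M1 receptor as counterscreen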
CHO-K1 Ca PAM – counter-screen for M1 PAMs: effect in parental CHO-K1 cells | 360,000 compounds, 0.02% hits | activation, % at 3 µM | ATP EC20, Fluo-8 calcium fluorescence; 0% at ATP EC20, 100% at ATP max | AID 602247;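 active means activation above the run cutoff, the mean activation of all test compounds plus 3 SD, cut at about 40% in these data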;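 further: peak over basal fluorescence ratio in a 140 s read after ATP addition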
CHRM4 PAM – positive allosteric modulators of human muscarinic M4 receptor; P08173; CHO-K1 hM4/Gqi5, Fluo-8 calcium fluorescence, ACh EC20; 0% = ACh EC20, 100% = maximal ACh; activation, % at 3 µM; 360,000 compounds, 0.4% hits;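 active means activation above its plate's cutoff, the mean activation of sample wells plus 3 SD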; further: some results filed as inactive read as strong as hits
Active calls of the source: *.

SMILES | M5 antag | CHO-K1 Ca antag | M4 antag | M5 PAM | CHRM4 agonist | CHRM5 agonist | CHO-K1 Ca ag | CHO-K1 Ca PAM | CHRM4 PAM
O=C(NCc1ccccc1)c1ccc(-c2ccc(F)cc2)o1 | 6 | -14 | -13 | -6 | 2 | -1 | 1.6 | 15 | 3
COc1ccccc1N(CCC#N)C(=O)COC(=O)CCC(=O)c1ccc(F)cc1 | 4 | -6 | -20 | 8 | 6 | 5 | 1.6 | 14 | 15
CCOc1cc(/C=N/NC(=O)Cn2nc([N+](=O)[O-])cc2C)cc(Br)c1OCc1ccccc1F | -2 | -13 | -1 | -4 | 1 | -1 | 0.6 | 14 | -1
COC(=O)C1Cc2c([nH]c3ccccc23)CN1C(C)=O (centres undefined) | 8 | 4 | 1 | -2 | 1 | -2 | 0.4 | -10 | 2
N#CCCN1CCC(NC(=O)OCc2ccccc2)CCC1=O (centres undefined) | 7 | -13 | 1 | 6 | 1 | -3 | 1.2 | 11 | 4
CSc1cccc(NC(=O)C2CCN(S(C)(=O)=O)CC2)c1 | -5 | -7 | -8 | 1 | 2 | 3 | 0.8 | -1 | 8
O=C1CSC(=S)N1/N=C/C=C/c1ccccc1 | 3 | 7 | 5 | 3 | 1 | 2 | 0.0 | 1 | 3
COc1ccc(-c2c(C(F)(F)F)nn(C)c2NC(=O)CSCC(=O)O)cc1 | 4 | -6 | 5 | 6 | -1 | -3 | 0.8 | 16 | -2
C/C(=N\NC(=O)c1ccc(Cl)c(Cl)c1)c1cccc(NC(=O)C(C)C)c1 | 1 | 0 | 11 | -4 | 0 | -6 | 0.0 | 6 | 1
COCCNC(=O)Cn1cc(/C=N/NC(=O)c2ccc(Oc3ccc(O)cc3)cc2)c2ccccc21 | -7 | 4 | 1 | -5 | 1 | 0 | 0.5 | 2 | -4
O=C(CSc1nc2ccccc2s1)NC1CCCC1 | 7 | 8 | -1 | 1 | 1 | -1 | -0.5 | -8 | 11
Cn1c(N2CCN(S(=O)(=O)c3ccc(Cl)cc3)CC2)nc2ccccc21 | 10 | -6 | 3 | -12 | 8 | 3 | 6.2 | 7 | -13
Clc1ccc(/C=N/NC(=Nc2ccccc2)c2ccccn2)c(Cl)c1 | -2 | -11 | -11 | 2 | 1 | -4 | 0.3 | 22 | 16
COc1c(O)cc2oc(-c3ccc(O)c(O)c3)cc(=O)c2c1O | 22 | 25* | 2 | -8 | 6 | 12 | 0.5 | -5 | 7
CC1(C(=O)Nc2cccc(C(F)(F)F)c2)Cc2c(-c3ccc4c(c3)OCO4)ccnc2O1 (centres undefined) | 2 | -10 | -6 | -8 | 0 | 0 | 0.3 | 12 | -6
Cc1cc(C(=O)Nc2ccc(F)c(Cl)c2)on1 | 12 | 13 | 11 | -1 | 3 | 1 | 1.0 | -6 | 0
CCOC(=O)C1=C(c2ccccc2)OC(N)=C(C#N)C1c1ccncc1 (centres undefined) | 6 | 11 | 2 | -2 | 1 | -2 | -0.5 | -14 | 7
C=CCNCCCCOc1ccc(OCC)cc1 | 8 | -7 | 3 | -5 | 0 | -7 | 0.8 | 12 | 2
COc1ccc(OCCN2C(=O)NC(C)(c3ccc(C)cc3)C2=O)cc1 (centres undefined) | 17 | 4 | 9 | -8 | 1 | -1 | 1.7 | -7 | -5
COc1ccc(C2Nc3ccccc3C(=O)N2Cc2ccco2)cc1COc1ccc(NC(C)=O)cc1 (centres undefined) | 1 | 0 | -5 | -8 | 4 | -3 | 1.4 | 13 | -5
COc1cc(/C=C2\C(=O)N(c3ccccc3)N=C2C)ccc1Oc1ccc([N+](=O)[O-])cc1[N+](=O)[O-] | 12 | 15 | 2 | -10 | 2 | 1 | -0.7 | -3 | 0
CCOC(=O)c1ccc(NC(=O)COc2cc(=O)n(CC)c3ccccc23)cc1 | -5 | -5 | -1 | 0 | 0 | 4 | 0.7 | 12 | 3
COc1ccc(NC(=O)CN(c2ccc(OC)c(Cl)c2)S(=O)(=O)c2ccccc2)c(OC)c1 | 22 | -16 | -7 | -13 | 1 | -8 | 0.0 | 25 | -5
O=C(Nc1cc(=O)[nH]c2nc(-c3ccccc3)nn12)c1ccccc1Cl | 5 | -4 | -2 | 5 | 1 | 2 | 0.5 | 21 | 1
O=C(Nc1ccc2ccccc2c1)OC1CCS(=O)(=O)C1 (centres undefined) | 4 | -13 | 3 | -9 | 7 | 5 | 6.0 | 17 | 0
Cc1nn(C)c(Sc2ccccn2)c1[N+](=O)[O-] | 1 | -9 | -2 | -6 | 1 | -20 | 1.0 | 12 | -8
CCOc1ccc2[nH]c(=O)c(CN(CCN3CCCC3)C(=S)Nc3ccccc3OC)cc2c1 | 4 | 0 | -11 | -1 | 1 | -3 | 0.2 | 13 | 3
O=C(CC1NCCNC1=O)NC1Cc2ccccc2C1 (centres undefined) | 9 | -1 | 4 | -8 | 0 | -3 | 0.7 | 13 | 0
CCN1CCn2c3c(c4cc(C)ccc42)CCCC31 (centres undefined) | -2 | 6 | 0 | 2 | 1 | -4 | -0.5 | -2 | 5
CC(C)Cc1n[nH]c(=O)[nH]1 | -1 | 1 | 2 | 3 | 2 | -2 | 0.0 | 12 | 1

Exported with two lines to a compound: part of the list above
Results follow in this order: M5 antag	CHO-K1 Ca antag	M4 antag	M5 PAM	CHRM4 agonist	CHRM5 agonist	CHO-K1 Ca ag	CHO-K1 Ca PAM	CHRM4 PAM
> Cc1nn(C)c(Sc2ccccn2)c1[N+](=O)[O-]
    1	-9	-2	-6	1	-20	1.0	12	-8
> CCOc1ccc2[nH]c(=O)c(CN(CCN3CCCC3)C(=S)Nc3ccccc3OC)cc2c1
    4	0	-11	-1	1	-3	0.2	13	3
> O=C(CC1NCCNC1=O)NC1Cc2ccccc2C1 (centres undefined)
    9	-1	4	-8	0	-3	0.7	13	0
> CCN1CCn2c3c(c4cc(C)ccc42)CCCC31 (centres undefined)
    -2	6	0	2	1	-4	-0.5	-2	5
> CC(C)Cc1n[nH]c(=O)[nH]1
    -1	1	2	3	2	-2	0.0	12	1

Next records follow:
SMILES | M5 antag | CHO-K1 Ca antag | M4 antag | M5 PAM | CHRM4 agonist | CHRM5 agonist | CHO-K1 Ca ag | CHO-K1 Ca PAM | CHRM4 PAM
CC(OC(=O)CCc1c[nH]c2ccccc12)C(=O)c1ccccc1 (centres undefined) | 13 | -15 | -3 | -2 | 1 | -6 | 3.2 | 15 | -6
CC1(C)Cc2c(c(N3CCOCC3)nc3sc4c(=O)[nH]cnc4c23)CS1 | -8 | 1 | 3 | 7 | 2 | 1 | 0.3 | 5 | 12
O=C(Nc1ccccc1)c1ccccc1NS(=O)(=O)c1ccc(Cl)s1 | 12 | 7 | -2 | -13 | 8 | 4 | 8.4 | 5 | 3
O=C(Nc1ccc(Cl)c(C(F)(F)F)c1)C1Cc2c(-c3ccc4c(c3)OCO4)ccnc2O1 (centres undefined) | 5 | -6 | -1 | -4 | 1 | -1 | 1.3 | 15 | -2
O=C(NC1CCCc2ccccc21)c1ccccn1 (centres undefined) | 8 | -9 | 5 | -3 | 0 | -2 | -0.7 | -22 | -8
COc1cccc(NC(=O)COc2coc(CN3CCc4ccccc4C3)cc2=O)c1 | 0 | 0 | -8 | -5 | 1 | 4 | 1.0 | 4 | 6
COc1ccccc1NC(=O)C1CCN(C(=O)c2ccco2)CC1 | 5 | -11 | -1 | 0 | 1 | 0 | 1.5 | 16 | -7
COCc1ccc(C(=O)N2CCCC(Nc3ccc(C(C)C)cc3)C2)s1 (centres undefined) | 5 | -2 | 9 | -4 | 5 | -4 | 9.4 | 8 | -2
Cc1ccnc(NC(=O)CNC(=O)COc2ccccc2)c1 | 3 | 10 | 2 | -1 | 0 | 3 | 0.1 | -23 | 3
Cc1ccc(S(=O)(=O)N(C)c2ccccc2C(=O)Nc2ccc(F)cc2F)cc1 | 18 | 4 | 9 | -8 | 1 | -9 | 0.0 | -18 | -1
O=C(Nc1nccs1)[C@@H]1CCCN1C(=O)c1cccs1 | 6 | -4 | -9 | 3 | 0 | 0 | 1.8 | -5 | 5
CSc1nsc(SC)c1NC(=O)OCc1ccccc1 | 7 | 7 | -6 | 0 | 7 | -4 | 2.1 | -5 | -8
CCn1nc(C)cc1C(=O)N1CCc2c([nH]c3ccccc23)C1c1cc(F)ccc1F (centres undefined) | 0 | -4 | 3 | -1 | 6 | 1 | 0.6 | 21 | -5
CCOc1ccc(N(C)S(=O)(=O)c2cc(-c3cc(C)no3)ccc2C(C)C)cc1 | 1 | 7 | 5 | -5 | 2 | -6 | -1.0 | -14 | -7
CC(C)CNC(=O)Cn1nc(C(F)(F)F)c2c1CCCC2 | 4 | -10 | -1 | -1 | 0 | -3 | 0.5 | 10 | -4
O=C(Nc1cn(-c2ccccc2)nc1-c1cccs1)c1ccco1 | 10 | -13 | 6 | -7 | 3 | -3 | 1.1 | 11 | -4
COc1ccccc1NC(=O)COC(=O)C1CC2C=CC1C2 (centres undefined) | 10 | -2 | 3 | 5 | 1 | -1 | 0.9 | 10 | -3
Cc1ccn2c(=O)c(C(=O)NCCN3CCOCC3)c(O)nc2c1 | 6 | -15 | 3 | 8 | 0 | -2 | 1.5 | 21 | 2
Cc1ccc(C(=O)NCCS(=O)(=O)N2CCN(c3ccccc3F)CC2)cc1[N+](=O)[O-] | -1 | 2 | -11 | -2 | 14 | -2 | 2.8 | -4 | -11
O=c1c(C(c2ccc(F)cc2)c2c(O)nc3n(c2=O)CCCS3)c(O)nc2n1CCCS2 | 2 | 8 | -8 | 5 | 0 | 2 | 0.0 | -18 | 10
Cc1nc(SCC(=O)N2CCOCC2)c2c(=O)n(C)c(=O)n(CC(C)C)c2n1 | 19 | -4 | -10 | 3 | 2 | -4 | 0.8 | 2 | 3

Sorted by value in M4 antag (lowest first): some entries from above.
molecule,M5 antag,M4 antag,M5 PAM,CHRM4 agonist,CHRM5 agonist,CHRM4 PAM
Cc1nc(SCC(=O)N2CCOCC2)c2c(=O)n(C)c(=O)n(CC(C)C)c2n1,19,-10,3,2,-4,3
CSc1nsc(SC)c1NC(=O)OCc1ccccc1,7,-6,0,7,-4,-8
COc1ccccc1NC(=O)COC(=O)C1CC2C=CC1C2 (centres undefined),10,3,5,1,-1,-3
O=C(Nc1cn(-c2ccccc2)nc1-c1cccs1)c1ccco1,10,6,-7,3,-3,-4

Source: PubChem BioAssay (The Scripps Research Institute Molecular Screening Center)
